V1aR counter: agonists of human V1a receptor, primary screen, counter-screen for OXTR agonist project, fluorescence, CHO-V1R cells; 320,000 tested, 0.25% active; AID 2797, 2010; activation, % at 3 µM; Vasopressin V1a receptor (Homo sapiens), P37288; Fluo-8 calcium fluorescence, agonist mode; 0% DMSO, 100% 3 nM vasopressin;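 active means activation above the mean activation of all tested compounds plus 3 SD, per screening run, cut at about 20% in these data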;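 further: signal is peak over basal fluorescence ratio across a 100 second FLIPR read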
OXTR potentiator: human OXTR potentiators, primary screen, fluorescence, CHO-OTR cells, Fluo-8 calcium. Oxytocin receptor (Homo sapiens), P30559. Fluo-8 calcium fluorescence, potentiator mode; 0% = oxytocin EC15, 100% = EC100. activation, % at 3 µM. 320,000 tested, 0.061% active;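 active means activation above that plate's cutoff, the mean activation of tested compounds plus 3 SD, cut at about 6.6% in these data, passing the limit was not always enough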;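 further: 100% uses oxytocin at 75 nM as the full agonist control; some results filed as inactive read as strong as hits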
Target sequence (P30559 whole entry, looked up): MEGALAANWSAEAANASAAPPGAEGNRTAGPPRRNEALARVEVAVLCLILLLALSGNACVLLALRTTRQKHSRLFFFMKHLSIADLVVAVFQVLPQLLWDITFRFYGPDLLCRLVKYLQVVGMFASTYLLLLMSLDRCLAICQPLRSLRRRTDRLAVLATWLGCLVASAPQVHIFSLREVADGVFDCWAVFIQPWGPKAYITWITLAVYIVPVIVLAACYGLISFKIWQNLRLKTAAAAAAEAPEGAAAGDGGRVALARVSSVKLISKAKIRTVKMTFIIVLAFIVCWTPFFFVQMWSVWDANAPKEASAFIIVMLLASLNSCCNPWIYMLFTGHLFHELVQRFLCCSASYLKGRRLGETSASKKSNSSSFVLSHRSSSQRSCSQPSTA
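Material: human OTR in CHO cells. Compound: 3.0 µM, one dose. Timing: compound 6 min at room temperature before oxytocin, 100 s read. Evaluation: % activation of max/min ratio relative to oxytocin controls. Replication: single well per compound, singlicate. Signal: Fluo-8 calcium dye fluorescence.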
M1 ag parental: counter-screen for M1 agonists: effect in parental CHO-K1 cells; Fluo-8 calcium fluorescence; scaled to maximal ATP response, vehicle zero; activation, % at 3 µM; 360,000 tested, 0.48% active; AID 602248, 2012; in the data active means activation above about 15%;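 further: untransfected CHO-K1 host cells lacking M1 receptor as counterscreen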
M1 PAM parental: nonselective calcium activators in parental CHO-K1 cells, primary screen, counter-screen for M1 PAM project, cell-based, Fluo-8 calcium fluorescence, full deck, 1536-well; ATP EC20; 0% at ATP EC20, 100% at ATP max; 360,000 tested, 0.02% active; activation, % at 3 µM; AID 602247, 2012;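 active means activation above the run cutoff, the mean activation of all test compounds plus 3 SD, cut at about 40% in these data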;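 further: peak over basal fluorescence ratio in a 140 s read after ATP addition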
TAAR1 antag: human TAAR1 antagonists, primary screen, Fluo-8 calcium fluorescence, CHO RD-HGA16 cells | Trace amine-associated receptor 1 (Homo sapiens), Q96RJ0 | antagonist | inhibition, % at 3 µM | 360,000 tested, 1.5% active;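 active means inhibition above a per-plate cutoff, the mean inhibition of test compounds on that plate plus 3 SD, cut at about 49% in these data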;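 further: 0% = DMSO plus EC80 beta-PEA response and 100% = DMSO alone without agonist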
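Material: RD-HGA16 CHO cells with stable hTAAR1 and Gα16; Dosing: single nominal final test compound concentration of 3 µM; Schedule: seeding 17-24 h prior, 75-min 37 °C, 30-min RT dye loading; Detection: kinetic Fluo-8 calcium fluorescence measurement; Measure: % inhibition from peak post-agonist over basal fluorescence ratio; Benchmarks: vehicle and agonist controls.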
CHO parental Ca: ATP-evoked calcium signal inhibitors, parental CHO, primary screen, counter-screen for OX1R antagonist project, cell-based, fluorescence, Fluo-8 calcium dye | parental CHO-K1, ATP-induced calcium, Fluo-8 fluorescence | inhibition, % at 5.6 µM | 330,000 tested, 0.63% active | AID 463079, 2010;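 active means inhibition above that plate's mean sample inhibition plus 3 SD, cut at about 26% in these data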;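 further: 0% = ATP-challenged DMSO wells and 100% = DMSO wells without ATP; some compounds past the cut are filed as inactive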
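Assay system: parental CHO cells; Read-out basis: percent inhibition of ATP-evoked calcium rise, normalized to controls; Benchmarks: ATP and no-ATP DMSO wells; Compound dosing: single nominal dose of 5.6 µM per compound; Signal: Fluo-8 calcium dye fluorescence; Also added: ATP as calcium-mobilizing challenge; Repeats: singlicate.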
CHRM1 agonist: human M1 muscarinic receptor agonists, primary screen, Fluo-8 calcium fluorescence, CHO-K1 cells, HTS; activation, % at 3 µM; CHO-K1 hM1, agonist mode; 0% DMSO, 100% acetylcholine EC100; 360,000 tested, 0.33% active;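 active means activation above the run's mean compound activation plus 3 SD, cut at about 16% in these data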;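 further: peak over basal fluorescence ratio within a 140 s kinetic read after compound addition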
Target sequence (P11229 whole entry, looked up): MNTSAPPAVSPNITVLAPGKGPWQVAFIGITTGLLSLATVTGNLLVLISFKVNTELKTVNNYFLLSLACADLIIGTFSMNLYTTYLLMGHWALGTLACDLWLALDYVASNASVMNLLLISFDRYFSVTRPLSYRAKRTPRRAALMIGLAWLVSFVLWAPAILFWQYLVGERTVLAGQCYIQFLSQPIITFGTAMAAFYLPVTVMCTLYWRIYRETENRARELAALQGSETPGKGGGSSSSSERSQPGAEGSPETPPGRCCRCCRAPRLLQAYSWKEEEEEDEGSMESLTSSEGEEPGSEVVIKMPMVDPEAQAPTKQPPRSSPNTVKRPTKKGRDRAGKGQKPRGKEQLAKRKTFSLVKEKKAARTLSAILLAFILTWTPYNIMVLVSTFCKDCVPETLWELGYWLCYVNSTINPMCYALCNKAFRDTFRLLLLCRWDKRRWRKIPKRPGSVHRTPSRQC
CHO-K1 Ca antag: nonselective inhibitor or artifact in parental CHO-K1 cells. 360,000 tested, 0.6% active. AID 602250. ATP-induced calcium, Fluo-8 fluorescence. inhibition, % at 3 µM;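 active means inhibition above a per-plate cutoff, the plate's mean sample inhibition plus 3 SD, cut at about 24% in these data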;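 further: 0% = DMSO plus EC80 ATP and 100% = DMSO alone without ATP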
TAAR1 ag: human TAAR1 agonists, primary screen, Fluo-8 calcium fluorescence, CHO RD-HGA16 cells; vehicle wells 0%, saturating PEA agonist 100%; 360,000 tested, 0.99% active; activation, % at 3 µM;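 active means activation above the mean activation of all test compounds in the run plus 3 SD, cut at about 38% in these data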
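Assay system: CHO-derived RD-HGA16 cells with stable Gα16 and human TAAR1; timing: 17-24 h seeding, 75 min 37 °C dye, 30 min RT; read-out: % activation from peak over basal fluorescence ratio, DMSO-to-PEA scaled; measured by: kinetic Fluo-8 calcium fluorescence; benchmarks: low control DMSO, high control PEA (EC100); doses: 3 µM single concentration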
* marks the source's active call; other numbers are inactive results; . = not tested or not shown.

no.	Compound	V1aR counter	OXTR potentiator	M1 ag parental	M1 PAM parental	TAAR1 antag	CHO parental Ca	CHRM1 agonist	CHO-K1 Ca antag	TAAR1 ag
1	CC(C)(COC(=O)c1ccccc1)N1CC2CCC(C1)O2	.	.	0.5	16	5	.	-4	-20	-1
2	Cc1[nH]nc(-c2ccc(OCc3cnn(-c4ccccc4)c3)cc2O)c1Oc1ccc(F)cc1	-0.2	-10	0.4	17	29	-14	-1	-15	9
3	COc1ccccc1NC(=O)N1CCCC(CNC(=O)c2ccccc2Cl)C1 (configuration not stated)	0.9	-11	-0.6	-4	-9	-24	-2	-3	1
4	Cn1c(N)c(C(=O)COC(=O)CNC(=O)c2ccccc2F)c(=O)n(C)c1=O	0.3	-5	0.3	21	-15	-3	2	-15	0
5	O=C(O)c1ccccc1N(Cc1ccccc1)C(=O)COc1ccccc1	0.8	-5	1.1	3	-11	-5	-2	-30	-1
6	Cc1ccc(CN2CCN(Cc3cccn3-c3nccs3)CC2CCO)cc1 (configuration not stated)	1.1	1	1.4	21	-4	5	-8	-14	0
7	Cc1ccc(C)c(S(=O)(=O)Nc2ccc3sc(C)nc3c2)c1	9.2	-18	2.0	10	-5	4	1	1	8
8	CCCC1C2C(=O)N(c3ccccc3)C(=O)C2ON1c1ccccc1 (configuration not stated)	-0.7	-13	0.2	4	2	-22	-4	0	3
9	COc1cc2c(cc1O)CCN(C(=O)c1ccco1)C2C (configuration not stated)	0.3	-7	-0.3	2	-9	-7	-5	9	3
10	Cc1ccccc1N(CC(=O)NC1CCCC1)C(=O)C1(C)CC(=O)N=C2C=CC(Cl)=CN21 (configuration not stated)	-0.1	-3	0.5	6	-8	2	-4	-8	-1
11	O=C(O)c1cccc(Cn2c(Cl)c(/C=N/NC(=O)c3ccccc3O)sc2=O)c1	-0.3	-2	-0.4	-26	-7	-7	1	15	0
12	O=C(Nc1cccc(C(=O)N2CCOCC2)c1)NC1CCCCC1	0.3	-8	-0.2	19	-5	-10	-4	-10	7
13	COCCn1c(SCC(=O)N2CCOCC2)nnc1-c1ccco1	-0.5	-14	0.3	-19	-6	1	-2	-2	0
14	COC(C(=O)N1CCC(n2nccc2NC(=O)C2CC2)CC1)c1ccccc1 (configuration not stated)	0.8	-2	0.3	23	-18	-12	-2	-21	2
15	COc1cc(Cl)c(CNC[C@H]2O[C@@H](n3cnc(C(N)=O)n3)[C@H](O)[C@@H]2O)c(Cl)c1O	.	.	0.8	18	-16	.	0	-14	0
16	Cc1ccsc1C(=O)NC1CCCN(Cc2ccc(Cl)cc2)C1 (configuration not stated)	.	.	0.1	10	-21	.	9	-3	-3
17	COc1ccc(OC)c(S(=O)(=O)N2CCCC(C)C2)c1 (configuration not stated)	0.2	3	-0.2	0	-15	-2	-4	10	12
18	Cc1ccc(SCCC(=O)Nc2cc(C)on2)cc1	-0.3	-4	0.0	9	-20	-12	-4	-8	2
19	O=C(NCCCNC(=O)c1ccco1)c1ccc(F)cc1	0.8	-4	0.6	7	-13	-6	-3	-17	1
20	Cc1nnc(SCC(=O)Nc2sc3c(c2C(N)=O)CCC(C)C3)[nH]c1=O (configuration not stated)	0.8	-5	-0.2	-4	-15	2	-3	-4	13
21	Cc1ccc(SCC(=O)NNC(=O)CCS(=O)(=O)c2ccc(C)cc2)cc1	-0.6	-2	-0.7	-6	1	-19	-1	4	1
22	COc1ccccc1CNC(=O)Cn1nc(C(F)(F)F)cc1C	-0.6	-4	-0.5	7	0	-16	-1	-8	-3
23	Cc1nnc(SCC(=O)c2cc(C)n(-c3c(C)n(C)n(-c4ccccc4)c3=O)c2C)s1	0.6	-2	-0.7	4	-13	-9	-8	-16	-1
24	CCOC(=O)C1=C(CSc2nccn2C)NC(=O)NC1c1ccc2c(c1)OCO2 (configuration not stated)	0.6	-9	0.7	15	-8	-23	-3	-13	16
25	CCc1nn(C(C)C(=O)NC2CCCCCC2)c(=O)c2cc3occc3n12 (configuration not stated)	0.4	-5	0.1	17	-5	-19	-3	-13	0
26	CCCN1CCc2[nH]c(=S)[nH]c(=O)c2C1	3.8	0	0.4	22	-16	-2	-4	-9	0
27	Cc1noc(/C=C/N(C)C)c1S(=O)(=O)N1CCCC(C(=O)NCCC2=CCCCC2)C1 (configuration not stated)	1.1	-7	1.2	25	-19	-11	-7	-13	-1
28	COC(CNC(=O)Cc1c(C)nc2c(-c3ccccc3)c(C)nn2c1C)OC	-1.5	5	-0.4	16	1	-17	-4	-11	5
29	CCOc1ccc(CCNC(=O)C2CC=CCC2C(=O)OC(C)C)cc1OCC (configuration not stated)	-0.3	-9	0.6	6	-22	-14	-5	-14	8
30	O=C(Nc1nc(-c2ccccc2)cs1)C1CCCN(S(=O)(=O)c2cccc([N+](=O)[O-])c2)C1 (configuration not stated)	-0.8	-15	0.2	6	2	-5	-3	-13	1

Taken from above.
Cc1noc(/C=C/N(C)C)c1S(=O)(=O)N1CCCC(C(=O)NCCC2=CCCCC2)C1 (configuration not stated) – CHO parental Ca = -11
COc1ccccc1CNC(=O)Cn1nc(C(F)(F)F)cc1C – TAAR1 ag = -3

Going on with the list.
no.	Compound	V1aR counter	OXTR potentiator	M1 ag parental	M1 PAM parental	TAAR1 antag	CHO parental Ca	CHRM1 agonist	CHO-K1 Ca antag	TAAR1 ag
31	Cc1ccc(C2=NN(CCC(=O)NC3CCCC3)C(=O)CC2)cc1	-0.8	-2	-0.7	25	-12	-12	-5	-7	1
32	O=C1Nc2ccccc2N=C(c2ccccc2)C1N1CCOCC1 (configuration not stated)	1.3	1	0.4	18	1	-11	-5	-4	14
33	O=C(Nc1cc(F)cc(F)c1)c1sc(Cl)nc1-c1ccccc1	3.1	-2	5.9	14	11	11	1	9	3
34	O=[N+]([O-])c1ccc(NNS(=O)(=O)c2cc(Cl)ccc2Cl)nc1	.	.	2.0	-8	11	.	-1	-11	2
35	CC1CCN(C(=O)c2ccc([N+](=O)[O-])o2)CC1	0.4	2	0.3	10	6	-5	-3	-18	-4
36	COc1ccc(C(C)=O)cc1CN1C(=O)NC2(CCCC2)C1=O	-0.1	-5	0.5	12	15	-18	-3	-19	0
37	COc1cc(C(=O)NCC(c2ccco2)N2CCc3ccccc32)cc(OC)c1OC (configuration not stated)	-1.4	-7	0.6	17	-28	-10	-4	-9	2
38	N#Cc1ccc(S(=O)(=O)N2CCN(Cc3cccs3)CC2)cc1	0.9	-3	0.5	-8	-6	-16	-3	-3	2
39	COCCn1c(SCC(=O)Nc2ccc(S(=O)(=O)N(C)C)cc2)nc2ccccc21	0.3	3	1.6	30	6	-10	-5	-6	18
40	Cc1occc1-c1nnc(SCC(=O)NC(=O)NC(C)C)n1N	-0.6	-1	0.2	17	1	-12	2	-9	2
41	Cc1ccc(NC(=O)CCC(=O)NNC(=O)COc2ccccc2)cc1C	0.0	1	0.6	24	10	-16	-3	-9	6
42	COC(=O)c1ccc(COn2nnc3ccccc32)cc1	0.0	-6	-0.3	-5	4	-14	-12	1	6
43	COc1ccc(NC(=O)C(NC(=O)c2ccc(=O)[nH]c2)c2ccccc2)cc1 (configuration not stated)	0.9	0	-0.3	-9	-7	-2	-3	14	0

Entries of single compounds from above.
O=[N+]([O-])c1ccc(NNS(=O)(=O)c2cc(Cl)ccc2Cl)nc1 across the screens: V1aR counter = .; OXTR potentiator = .; M1 ag parental = 2.0; M1 PAM parental = -8; TAAR1 antag = 11; CHO parental Ca = .; CHRM1 agonist = -1; CHO-K1 Ca antag = -11; TAAR1 ag = 2
COc1ccc(NC(=O)C(NC(=O)c2ccc(=O)[nH]c2)c2ccccc2)cc1 (configuration not stated) across the screens: V1aR counter = 0.9; OXTR potentiator = 0; M1 ag parental = -0.3; M1 PAM parental = -9; TAAR1 antag = -7; CHO parental Ca = -2; CHRM1 agonist = -3; CHO-K1 Ca antag = 14; TAAR1 ag = 0

Arranged by formula weight (low to high): some entries from above.
no.	Compound	V1aR counter	OXTR potentiator	M1 ag parental	M1 PAM parental	TAAR1 antag	CHO parental Ca	CHRM1 agonist	CHO-K1 Ca antag	TAAR1 ag
1	CC(C)(COC(=O)c1ccccc1)N1CC2CCC(C1)O2	.	.	0.5	16	5	.	-4	-20	-1
38	N#Cc1ccc(S(=O)(=O)N2CCN(Cc3cccs3)CC2)cc1	0.9	-3	0.5	-8	-6	-16	-3	-3	2
6	Cc1ccc(CN2CCN(Cc3cccn3-c3nccs3)CC2CCO)cc1 (configuration not stated)	1.1	1	1.4	21	-4	5	-8	-14	0
3	COc1ccccc1NC(=O)N1CCCC(CNC(=O)c2ccccc2Cl)C1 (configuration not stated)	0.9	-11	-0.6	-4	-9	-24	-2	-3	1

Assay outcomes from PubChem.
